ABCB6 inh 2 – human ABCB6 transporter inhibition. Q9NP58. K562-ABCB6 porphyrin accumulation, flow cytometry, 1 h; active compounds read low. fluorescence ratio to DMSO, % at 10 µM. 0.19% of 360,000 active;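 active = fluorescence ratio to DMSO below 75%, the collection mean minus 3 SD; inconclusive = too few cells collected in the well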;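 note: signal is porphyrin accumulated inside mitochondria; 100% equals median channel fluorescence of DMSO control wells; lower ratio means ABCB6 inhibition with less porphyrin fluorescence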
iPSC survival up – hiPSC single-cell survival enhancement; AID 602274; 0.044% of 360,000 active; ATPlite luminescence; 100% = ROCK inhibitor wells, 0% = DMSO; survival enhancement, % at 20 µM; in the data active = survival enhancement above about 18%;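 note: cells exposed to compounds for 16 hours before the ATP read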
MC4R antagonist – human MC4R antagonism in cAMP assay; MC4R-expressing cells, MTII-stimulated cAMP, LANCE TR-FRET; inhibition, % at 6.5 µM; 0.48% of 360,000 active;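 active = inhibition above its plate's cutoff, the mean of tested wells on that plate plus 3 SD, cut at about 29% in these data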;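 note: 0% = Melanotan II alone and 100% = Melanotan II plus saturating MCL0020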
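Assay system: U2OS-MC4R stable cell line; Also added: Melanotan II; Technique: Eu-cAMP/anti-cAMP TR-FRET, emission 671 nm; Times: 30-min compound, 1-h challenge, 1-h detection, room temperature.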
aDG glyco act – alpha-DG glycosylation activation. Pro5-aDG cells, alpha-DG glycosylation AlphaScreen (IIH6); 0% Pro5, 100% B10-LARGE cell signal. activation, % at 10 µM. 0.22% of 360,000 active. AID 624168;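 active = activation of at least 8% versus controls, or a plate z-score of at least 8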;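 note: Pro5 are CHO cells carrying HIG-tagged alpha-DG that lacks glycosylation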
H9c2 protect – protects H9c2 cardiomyocytes from peroxide injury; protection from H2O2 cell death, % at 20 µM; 0.63% of 360,000 active; H2O2 injury protection, ATPLite, 2 h;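 active = compounds giving at least 50% protection of heart cells from peroxide-induced death in the single-dose screen, raw or plate-pattern-corrected value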;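 note: 0% = DMSO wells with peroxide and 100% = DMSO wells without peroxide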
Exocytosis inh – lytic granule exocytosis inhibition. 0.66% of 360,000 active. TALL-104 LAMP-1 surface exposure, flow cytometry; cells stimulated with thapsigargin and PMA. AID 651702. inhibition, % at 10 µM;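 active = inhibition above about 55%, limit read from the data; inconclusive = no clear call, values can overlap the other calls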
MC4R ag barr – human MC4R agonism via beta-arrestin; P32245; U2OS MC4R beta-arrestin complementation, luminescence; percent of melanotan II response, DMSO zero; activation, % at 8.9 µM; 0.98% of 360,000 active; AID 540308;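 active = activation above a per-plate cutoff, the mean activation of sample wells on that plate plus 3 SD, cut at about 8% in these data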
N-glyco inh – N-linked glycosylation inhibition | D54 ERlucT glycosylation luciferase reporter, 24 h; percent of 100 nM tunicamycin response | 0.23% of 360,000 active | reporter increase, % at 12.5 µM;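 active = mean luciferase reporter signal, scaled so untreated is 0 and the glycosylation-blocking control 100, at or above a set limit in every replicate; inconclusive = mean reaches the limit but not every replicate does; inactive = mean below the limit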;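 note: luciferase carries N-glycosylation sites so blocking glycosylation raises the light; 0% = median of neutral control wells and 100% = median of 100 nM tunicamycin wells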
ABHD5 PLIN5 PPI – inhibitors of human ABHD5-perilipin-5 interaction; inhibition, % at 4 µM; AID 602281; Split G. princeps luciferase complementation, luminescence, 4 h; 0.78% of 360,000 active; Q00G26+Q8WTS1;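 active = inhibition above the mean inhibition across every tested compound plus 3 SD, cut at about 22% in these data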;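 note: 0% = DMSO only wells and the 100% control is not disclosed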
Target sequence (Q00G26 whole entry, looked up): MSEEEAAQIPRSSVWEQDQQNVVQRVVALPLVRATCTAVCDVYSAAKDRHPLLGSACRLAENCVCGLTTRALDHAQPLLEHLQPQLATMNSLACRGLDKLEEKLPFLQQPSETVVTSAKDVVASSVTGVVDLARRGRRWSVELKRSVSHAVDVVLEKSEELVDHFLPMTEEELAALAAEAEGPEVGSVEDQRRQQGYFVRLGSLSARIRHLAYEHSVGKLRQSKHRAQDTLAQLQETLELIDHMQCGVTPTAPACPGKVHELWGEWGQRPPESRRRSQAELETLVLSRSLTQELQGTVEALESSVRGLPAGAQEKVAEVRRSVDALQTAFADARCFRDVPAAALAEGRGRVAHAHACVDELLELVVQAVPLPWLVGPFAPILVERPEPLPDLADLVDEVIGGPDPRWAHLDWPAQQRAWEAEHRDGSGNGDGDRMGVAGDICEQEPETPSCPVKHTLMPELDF
Target sequence (Q8WTS1 whole entry, looked up): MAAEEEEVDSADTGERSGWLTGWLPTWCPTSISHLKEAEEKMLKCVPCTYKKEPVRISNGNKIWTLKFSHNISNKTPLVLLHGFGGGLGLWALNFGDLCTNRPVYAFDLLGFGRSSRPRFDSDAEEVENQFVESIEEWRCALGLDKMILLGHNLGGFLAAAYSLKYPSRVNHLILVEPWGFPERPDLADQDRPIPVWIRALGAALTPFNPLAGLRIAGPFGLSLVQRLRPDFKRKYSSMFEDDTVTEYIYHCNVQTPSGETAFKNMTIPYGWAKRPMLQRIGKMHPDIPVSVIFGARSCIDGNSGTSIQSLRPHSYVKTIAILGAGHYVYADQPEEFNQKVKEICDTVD
HTR2A ag – activates the mouse 5-HT2A serotonin receptor | P35363 | CHO-K1 mHTR2A beta-arrestin complementation, luminescence; percent of 30 µM serotonin response | activation, % at 7.6 µM | 0.66% of 360,000 active;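 active = activation above a run cutoff, the mean activation of all tested compounds plus 3 SD, cut at about 14% in these data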;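 note: 0% = plate median of compound wells and 100% = 30 µM serotonin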
Starred values were filed as active, the others as inactive; ? = inconclusive; nt = not tested or not shown.

SMILES	ABCB6 inh 2	iPSC survival up	MC4R antagonist	aDG glyco act	H9c2 protect	Exocytosis inh	MC4R ag barr	N-glyco inh	ABHD5 PLIN5 PPI	HTR2A ag
Nc1ccccc1Nc1cc(-c2ccccc2)nn1-c1ccccc1	112	0.6	13	-0.7	-3	44	-1.0	-4	-5	-3
CN1CC(=O)N/C1=N\C(=O)Nc1ccc(O)cc1	100	0.6	-4	-0.1	4	-3	-2.3	6	-9	0
COc1ccc(-c2nc3ccc(Br)cn3c2Cc2ccc(C)cc2)cc1OC	103	-4.7	nt	1.0	13	0	nt	-5	3	-4
CCc1sc(NC(=O)C(C)C)nc1-c1ccccc1	90	-0.3	0	0.1	6	-13	-0.9	1	-3	-3
Cn1c(NNC(=O)CCC2CCCCC2)cc(=O)n(C)c1=O	98	2.6	9	-0.2	-5	-1	-1.2	1	-1	0
CC1CCN(Cc2cc(=O)oc3ccc4ccccc4c23)CC1	100	0.3	-6	0.1	-6	14	-0.2	-2	-4	0
CCOc1ccc2nc3sc(C(=O)N4CCOCC4)c(N)c3cc2c1	98	0.8	1	-0.4	34	-2	0.2	-11	0	-1
COC(=O)c1ccc(CNCC(O)COc2ccc(-c3ccccc3)cc2)cc1 (stereo not drawn)	105	0.2	18	0.1	7	-12	1.2	1	4	6
O=C(ONC(=O)C1C2C=CC(C2)C1C(=O)NOC(=O)c1ccccc1)c1ccccc1 (stereo not drawn)	103	-2.4	5	0.0	7	-5	-2.5	0	3	9
CCC(=O)N1c2ccc(S(=O)(=O)NCc3ccccc3)cc2CC1C (stereo not drawn)	97	-0.3	-2	0.2	-8	-2	-2.8	0	6	-1
CCN(CC)CCCC1(CN)OCCc2ccccc21 (stereo not drawn)	105	0.4	7	-0.2	5	0	-0.4	-2	0	1
COc1ccc(CNC(=O)C2CCCN2S(=O)(=O)c2ccc(Cl)cc2)cc1 (stereo not drawn)	101	3.9	6	0.6	2	8	0.4	-1	-7	-3
CN(CC1CCOCC1)C(=O)CC1C(=O)NCCN1C/C=C/c1ccccc1 (stereo not drawn)	93	3.4	12	-0.1	5	-1	-0.4	0	-4	-1
Cc1cnc(-c2nnc(N(C)C(=O)C3CCCO3)s2)cn1 (stereo not drawn)	95	-0.9	0	-0.3	-11	1	2.4	0	2	0
Cc1ccc(S(=O)(=O)c2cc3c(=O)n4ccccc4nc3n(C3CCCC3)c2=N)cc1	108	-0.4	-1	0.1	-2	88*	1.0	-1	2	8
Cc1cc(NC(=O)Cc2ccccc2)c2ccccc2n1	91	-1.0	-2	7.5*	-20	-1	-2.2	-4	0	-3
COc1cc(C(O)P(=O)(OC(C)C)OC(C)C)cc(OC)c1OC (stereo not drawn)	98	1.0	4	0.2	-4	4	0.9	1	3	4
CCN(c1ccc(NC(=O)CCc2nc3sc4c(c3c(=O)[nH]2)CCCC4)cc1)C(C)C	125	-0.4	16	-0.1	-5	2	0.0	1	-16	-7
CCc1cc(SC#N)ccc1N	100	5.4	-1	-0.1	4	2	0.9	3	-37	-2
COC(=O)[C@H]1[C@@H](C)N(Cc2ccccc2)C(=O)N[C@H]1c1ccccc1	97	8.0	5	-0.1	9	-3	1.8	0	-2	2
O=S1(=O)C[C@@H](O)[C@@H](Nc2ccccc2)C1	98	-0.7	6	0.0	3	-3	-0.5	-1	-5	-3
CC(=O)c1ccc(N2CCN(C(=O)C3(S(=O)(=O)c4ccc(Cl)cc4)CC3)CC2)cc1	90	-0.2	10	0.1	7	-5	-2.4	1	0	-4
C=Cc1ccc(CN2CCCN(Cc3ccc(F)cc3)S2(=O)=O)cc1	92	0.2	3	0.1	-7	-6	-2.6	-1	-10	-3
Cc1ccc(CNC(=O)CS(=O)(=O)Cc2nc(-c3ccccc3F)oc2C)cc1	95	0.3	17	-0.1	-4	-2	2.9	-1	1	9
N#Cc1cc2ccccc2nc1SCc1cccnc1	102	0.3	-4	0.1	6	1	-0.3	1	2	1

Some of these compounds in order of their number in N-glyco inh, descending.
SMILES	N-glyco inh
CCC(=O)N1c2ccc(S(=O)(=O)NCc3ccccc3)cc2CC1C (stereo not drawn)	0
CC1CCN(Cc2cc(=O)oc3ccc4ccccc4c23)CC1	-2
COc1ccc(-c2nc3ccc(Br)cn3c2Cc2ccc(C)cc2)cc1OC	-5

Back to the main list with the two entries that preceded the break.
SMILES	ABCB6 inh 2	iPSC survival up	MC4R antagonist	aDG glyco act	H9c2 protect	Exocytosis inh	MC4R ag barr	N-glyco inh	ABHD5 PLIN5 PPI	HTR2A ag
Cc1ccc(CNC(=O)CS(=O)(=O)Cc2nc(-c3ccccc3F)oc2C)cc1	95	0.3	17	-0.1	-4	-2	2.9	-1	1	9
N#Cc1cc2ccccc2nc1SCc1cccnc1	102	0.3	-4	0.1	6	1	-0.3	1	2	1
COc1ccc(-c2csc3ncnc(Sc4nnnn4C)c23)cc1	94	0.6	3	0.2	23	-2	-1.7	-13	11	-7
CC12CCC(=O)C=C1C(O)CC1C2CCC2(C)C1CCC2(O)C(=O)CO (stereo not drawn)	101	0.5	6	-0.6	6	-2	0.6	-1	9	3
CCCCN(C)C(=S)Nc1ccc2nc(N3CCN(CC)CC3)cc(C)c2c1	100	0.2	4	0.1	0	-1	1.9	-2	4	1
CCC(=O)N1CCC(C)(C(=O)NCc2ccc(F)cc2)C1 (stereo not drawn)	99	-1.0	1	-0.1	-1	-10	-1.7	-2	2	3
Nc1nc(N2CCN(Cc3ccccc3)CC2)n[nH]1	95	-0.8	5	-0.3	3	-3	-0.6	2	6	39*
CCn1cc(/C=N/NS(=O)(=O)c2ccc(OC)cc2)c(C)n1	193	-0.1	0	0.2	-4	7	2.5	2	2	0
Cc1ccc(-c2nc(CSCC(=O)NCCN3CCN(Cc4ccccc4)CC3)c(C)o2)cc1	99	-3.5	8	2.8	-14	1	1.2	-2	10	-6
O=C(O)C(Oc1ccc(Cl)cc1)c1ccc(Cl)cc1 (stereo not drawn)	100	-1.8	9	0.0	0	1	-3.5	2	-2	2
COc1ccc2nc(NCc3ccc(OC)c(OC)c3OC)sc2c1	99	-0.7	4	0.2	-5	0	0.1	0	-1	0
CN(C(=O)c1ccc2nc(N)sc2c1)c1ccccc1	93	-0.3	7	0.0	1	0	0.1	2	0	-5
CCCCn1nnc(NC(=O)C(c2ccccc2)c2ccccc2)n1	103	-1.1	7	0.0	8	-3	-1.4	-3	-5	-2
C/C(=C\C=C\c1ccccc1)C(=O)c1c(C)cc(C)[nH]c1=O	86	-0.9	3	-0.4	2	1	-0.5	2	3	4
Cc1ccc(SCc2cc(-c3ccc(Cl)cc3)on2)cc1	95	4.0	4	-0.2	-20	0	0.4	-1	1	5
CCn1nc(C)c(NC(=O)c2ccc(Cl)cc2)c1C	100	1.1	1	0.4	0	0	-0.2	0	2	2
CCCn1c2ccccc2c2nc3ccccc3nc21	98	-2.7	-12	0.0	7	1	2.4	4	-2	2
CCOC(=S)SCC(=O)Nc1nc(C)c(C)s1	100	-0.7	13	-0.1	-5	2	-1.5	10	0	-1
O=C(CCc1ccccc1)Nc1ccccc1	94	-1.8	4	-0.1	-5	-13	0.0	-1	-3	5
COc1ccc(-c2c(-c3ccccc3OC)sc3ccccc23)cc1OC	97	3.5	8	-0.2	-9	2	-2.1	-4	2	4
Cc1nn(Cc2ccc(Cl)cc2)c(C)c1NC(=O)CSc1nc2c(c(C(F)(F)F)n1)CCc1ccccc1-2	102	-1.7	4	0.2	-5	1	3.1	-6	3	4
CN1CCN(S(=O)(=O)c2ccc(NC(=S)NC(=O)C3CC3)cc2)CC1	104	-0.8	17	2.3	-4	0	-2.5	1	4	2
Cc1cccc(-n2c(N)cc(=O)nc2SCC(=O)NC2CCCCC2)c1	92	-0.4	2	0.4	8	1	-0.5	0	1	-2
Cc1nc2ccccn2c1C(=O)N/N=C/c1ccc(F)cc1	102	0.5	-5	-0.1	-1	16	0.2	1	-1	4
CC1CCN(C(=O)COC(=O)CCC(=O)c2ccc(F)cc2)CC1	93	0.7	-4	-0.4	-4	4	0.1	1	-3	8
C/C(=N\NC(=O)c1n[nH]c2c1CCC2)c1ccco1	101	-1.1	-14	-0.4	-11	-15	-0.7	-15	3	1
Cc1ccc(C(=O)NCC(=O)NCc2ccc(Cl)cc2)s1	101	-2.3	3	-0.1	-2	21	-2.2	3	-1	-6
SMILES	ABCB6 inh 2	iPSC survival up	MC4R antagonist	aDG glyco act	H9c2 protect	Exocytosis inh	MC4R ag barr	N-glyco inh	ABHD5 PLIN5 PPI	HTR2A ag
O=S(=O)(NCCSc1nc2ccccc2o1)c1ccccc1	97	2.0	13	0.0	-1	1	0.0	-2	4	-2
CC(C)(C)c1ccc(-c2nnc(SCC(=O)NC3CCS(=O)(=O)C3)n2N)cc1 (stereo not drawn)	104	-0.8	4	0.3	0	2	-1.8	2	-1	3
NC(=O)c1ccc(-n2nnnc2SCC(=O)Nc2ccc(F)cc2)cc1	100	-0.4	-4	-0.1	-3	?	3.7	0	3	4
COc1ccc(C(=O)Nc2cc3c4c(c2)C(C)C(=O)N4CCC3)cc1OC (stereo not drawn)	92	-0.2	2	-0.1	11	-3	-2.1	9	-4	-4
CC(NC(=O)c1cc(S(=O)(=O)N(C)C)ccc1N1CCCC1)C1CC2CCC1C2 (stereo not drawn)	97	0.3	10	-0.1	0	4	-0.7	-4	-4	-2
COc1ccccc1C(=O)Nc1nc2nc(-c3ccccc3)cc(=O)n2[nH]1	98	-2.1	8	-0.3	10	3	0.0	3	-1	5
COc1ccccc1NC(=O)Cc1ccsc1	98	0.4	4	0.0	2	-10	-0.6	2	0	-1
COC(=O)/C=C(\C)NC(=O)c1ccc(F)cc1	100	-0.5	7	0.2	1	1	0.0	2	-3	-3
Cc1ccc(SCCC(=O)N(C)CC(=O)Nc2c(C)cccc2C)cc1	94	0.7	1	0.0	-1	-6	-0.8	0	-3	4
CCNC(=O)COC(=O)c1cc(-c2ccccc2)nn1-c1ccccc1	98	3.8	2	0.1	-2	1	-2.0	0	4	0
Oc1c(Br)cc(Br)cc1/C=N/c1nc2c(s1)CCCC2	nt	3.2	4	0.0	59*	2	-1.3	0	-3	0
COc1ccccc1N1CCN(C(=O)CSc2nnc(NC(=O)C3CC3)s2)CC1	95	-0.7	-6	-0.1	4	-1	-1.6	1	-9	0
CCOc1ccccc1-c1nc2c(s1)CCc1onc(-c3ccc(OC)cc3)c1-2	101	-0.6	0	-0.1	-4	8	1.6	2	3	1
Cc1cccc(-n2c(SCc3ccc([N+](=O)[O-])cc3)nnc2-c2c[nH]c3ccccc23)c1	102	1.9	-2	6.1	-3	3	-3.4	-5	0	-1
CC(OC(=O)c1cccc(S(=O)(=O)Nc2cccc(C(F)(F)F)c2)c1)C(=O)Nc1ccc2c(c1)OCCO2 (stereo not drawn)	99	-1.3	4	-0.1	-16	0	-0.8	0	-8	-6
Cc1cc(Nc2nc3ccccc3nc2Cl)n(-c2ccccc2)n1	100	-1.2	-8	0.1	5	1	-1.1	1	-8	0
COc1ccc(N2CCN(C(=O)CSc3ccccc3)CC2)cc1	94	-1.7	12	-0.2	1	-3	-3.4	1	1	-2
COc1cccc(CN(C)S(=O)(=O)c2c(C)noc2C)c1OC	94	-0.5	0	0.0	0	-1	-1.0	0	-1	1

Screening data from PubChem BioAssay.
